From PubChem BioAssay
EBV gp42 inh – Epstein-Barr virus gp42 inhibitors, primary screen, biochemical, uHTS, fluorescence polarization; inhibition, % (tested at 21.74 µM); Fluorescence polarization binding assay, mP read-out; hit rate 0.42% among 220,000; in the data active means inhibition above about 50%
Target sequence (Q1HVG2 whole entry, looked up): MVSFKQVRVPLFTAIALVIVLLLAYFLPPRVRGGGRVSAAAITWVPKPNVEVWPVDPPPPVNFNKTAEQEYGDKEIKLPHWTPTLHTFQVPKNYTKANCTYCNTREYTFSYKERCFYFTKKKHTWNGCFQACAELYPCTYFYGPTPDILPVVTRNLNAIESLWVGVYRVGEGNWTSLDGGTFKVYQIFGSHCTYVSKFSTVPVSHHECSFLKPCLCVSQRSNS
TNF death inh – inhibitors of TNF-alpha triggered necroptosis, primary screen, cell-based, Jurkat FADD-/-, single concentration; activation (protection from cell death), % at 10 µM; hit rate 0.068% among 220,000; Jurkat FADD-/- TNF necroptosis rescue, ATP luminescence, 24 h; 0 = TNF only, 100 = no-TNF cells; AID 463075, 2010;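 active means activation, meaning protection from cell death, of at least 50% relative to plate controls; inactive means activation below 50%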;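 further: necroptosis triggered by 40 ng/mL TNF-alpha added together with compound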
m-calpain inh – inhibitors of pig calpain II, primary screen, biochemical, fluorogenic peptide substrate, 1536-well; purified calpain II, 30 min; hit rate 0.37% among 220,000; inhibition, % at 16 µM;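 active means inhibition above about 50%, limit read from the data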
L929 necroptosis – inhibitors of zVAD-triggered necroptosis, primary screen, L929 cells; L929 zVAD necroptosis rescue, ATP luminescence, 24 h; with zVAD 60 µM; viability rescue, % at 10 µM; hit rate 0.38% among 220,000; AID 1377, 2008;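 active means activation, scaled between plate controls, above about 75%, limit read from the data; inactive means activation under that limit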;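 further: 0% = zVAD with DMSO and 100% = DMSO alone without zVAD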
MDM2 E3 inh – MDM2-luciferase reporter signal enhancers, primary screen, MDM2 E3 ligase inhibitor project, cell-based, luminescence, 1536-well. E3 ubiquitin-protein ligase Mdm2 (Homo sapiens), Q00987. cell-based MDM2 ubiquitination luciferase reporter, 2 h; 0 = plate control, 100 = twice control, blank-subtracted. signal enhancement, % at 5 µM. hit rate 0.11% among 210,000. AID 1230, 2008;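 active means signal enhancement of 30% or more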;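 further: luminescence tracks abundance of the self-degrading MDM2-luciferase fusion protein; higher signal means inhibition of MDM2 E3 ligase activity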
Target sequence (Q00987 whole entry, looked up, the tested form may be a part): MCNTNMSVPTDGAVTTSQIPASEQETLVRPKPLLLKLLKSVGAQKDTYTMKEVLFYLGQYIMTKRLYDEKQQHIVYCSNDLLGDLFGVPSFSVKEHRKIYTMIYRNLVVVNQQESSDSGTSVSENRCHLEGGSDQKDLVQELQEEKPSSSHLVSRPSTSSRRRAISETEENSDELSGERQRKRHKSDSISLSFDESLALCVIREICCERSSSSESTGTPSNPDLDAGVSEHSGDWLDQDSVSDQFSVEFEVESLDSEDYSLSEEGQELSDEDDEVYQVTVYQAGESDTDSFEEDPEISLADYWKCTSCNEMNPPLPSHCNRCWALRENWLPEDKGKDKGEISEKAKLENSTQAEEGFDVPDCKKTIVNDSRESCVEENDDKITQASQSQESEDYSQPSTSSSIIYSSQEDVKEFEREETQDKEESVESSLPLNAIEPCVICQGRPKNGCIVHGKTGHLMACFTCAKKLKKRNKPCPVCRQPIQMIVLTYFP
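Assay system: stable mammalian line carrying autodegrading MDM2–luciferase fusion reporter; amount: 2000 cells seeded into each well; buffer or medium: DMEM; benchmarks: plate control and blank wells; signal: luciferase luminescence; timing: 2 h compound exposure at 37 °C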
PERK inhibitor – block of dimerizer-induced PERK translation repression, primary screen, PERK inhibitor project, CHO PERK-DD cells, SEAP luminescence, HTS. AID 1416, 2008. Eukaryotic translation initiation factor 2-alpha kinase 3 (Homo sapiens), Q9NZJ5. CHO PERK-DD fusion, SEAP luminescence translation reporter. inhibition, % at 5.6 µM. hit rate 0.17% among 220,000;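 active means inhibition above the mean inhibition of all tested compounds plus 3 SD, set separately per screening campaign, cut at about 2.9% in these data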;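 further: PERK kinase domain activated by AP20187 dimerizer at 100 nM; 0% = DMSO with dimerizer and 100% = rapamycin at 8.4 µM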
Cl transport mod – KCC2 cotransporter modulators, thallium flux, primary screen, cell-based, HEK293 KCC2, FluoZin-2 fluorescence, MLSMR; Solute carrier family 12 member 5 (Homo sapiens), Q9H2X9; KCC2 cells, thallium flux FluoZin-2 fluorescence; B-score of Tl+ flux slope (higher = more flux/activation; lower = inhibition) at 10 µM; hit rate 2.2% among 190,000; AID 1456, 2008;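 active means thallium flux slope and its plate-corrected score both differing from the plate sample mean at a set confidence after two filtering rounds, in either direction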;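 further: slope of fluorescence scaled to starting intensity during 10 to 20 s after thallium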
Rad51 HR inh – human RAD51 strand exchange inhibitors, primary screen, biochemical, fluorescence; inhibition, % at 10 µM; hit rate 0.085% among 200,000; AID 1385, 2008; hRad51 DNA strand exchange, fluorescence dequenching; DNA repair protein RAD51 homolog 1 (Homo sapiens), Q06609;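 active means inhibition above 40% at the single screening dose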;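 further: 0% = DMSO control wells and 100% = blanks with heterologous ssDNA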
Target sequence (Q06609 whole entry, looked up): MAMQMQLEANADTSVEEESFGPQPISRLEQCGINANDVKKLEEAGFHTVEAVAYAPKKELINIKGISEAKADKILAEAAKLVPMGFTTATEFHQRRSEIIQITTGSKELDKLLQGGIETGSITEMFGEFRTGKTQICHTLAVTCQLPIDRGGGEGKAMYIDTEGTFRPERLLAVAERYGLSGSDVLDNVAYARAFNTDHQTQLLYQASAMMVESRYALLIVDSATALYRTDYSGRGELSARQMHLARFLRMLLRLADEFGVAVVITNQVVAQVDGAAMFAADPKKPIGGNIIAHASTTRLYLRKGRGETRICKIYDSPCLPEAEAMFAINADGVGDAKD
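Assay system: Human Rad51 nucleoprotein filaments preassembled on unlabelled ssDNA | Reagent: Donor/quencher-labelled 47-bp dsDNA substrate | Doses: One concentration, 10 µM final | Times: 37 °C 15-min filament assembly, 30-min compound preincubation, 15-min exchange | Technique: Fluorescein emission 520 nm, excitation 485 nm | Benchmarks: Plate control and blank wells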
eIF4E-4G inh – eIF4E–eIF4G protein interaction inhibitors, primary screen, biochemical, uHTS, TR-FRET, eIF4GI fragment; Eukaryotic translation initiation factor 4E (Mus musculus) + Eukaryotic translation …; TR-FRET eIF4E-eIF4GI(517-606) binding, 2 h; inhibition, % at 21.7 µM; hit rate 0.37% among 220,000; AID 782, 2007;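 active means inhibition above about 30%, limit read from the data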;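 further: 0% = full FRET control wells and 100% = background wells lacking eIF4GI fragment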
* hit, by the source's call; i = inactive; · = not tested or not shown; [ ] = another dose, or the depositor's remark.

Abbreviations: A = EBV gp42 inh; B = TNF death inh; C = m-calpain inh; D = L929 necroptosis; E = MDM2 E3 inh; F = PERK inhibitor; G = Cl transport mod; H = Rad51 HR inh; I = eIF4E-4G inh
Cc1ccc(-c2nc3ccccc3[nH]2)cc1N
  A: -5; B: -2.5; C: i; D: -1.4; E: -1; F: -0.8; G: 1.5; H: -5; I: 7

O=S(=O)(Nc1ccc(Cc2ccncc2)cc1)c1ccc(Br)s1
  A: -4; B: -2.1; C: 30; D: -0.3; E: -10; F: 0.0; G: -1.1; H: -7; I: 9

O=C(c1c[nH]c(C(=O)C(Cl)(Cl)Cl)c1)c1ccccc1Br
  A: -2; B: -5.6; C: -13; D: -1.1; E: 0; F: 0.4; G: -0.25; H: 3; I: 9

Cc1ccc(NC(=O)CCn2cnc3ccccc3c2=O)c(C)c1
  A: -12; B: -0.4; C: -26; D: 1.1; E: -3; F: 1.5; G: ·; H: 1; I: -2

CCCCOC(=O)CSCC(=O)N1N=C(c2cccs2)CC1c1ccc(F)cc1 (centres undefined)
  A: -1; B: -1.5; C: 11; D: 0.6; E: -18; F: 0.4; G: -0.7; H: -10; I: 2[fluorescence artefact?]

CCOC(=O)N1CCN(c2c(F)cc3[nH]c(=S)[nH]c3c2Br)CC1
  A: -11; B: -16; C: 6; D: -0.8; E: -26; F: -0.2; G: 1.3; H: -8; I: -1

Cc1ccc(C(=O)NC(=S)Nc2ccc3[nH]c(=O)[nH]c3c2)c(C)c1
  A: -17; B: -0.3; C: -8; D: 52; E: -8; F: 0.7; G: 1.6; H: -4; I: 1

CSCCC(N=C(NS(=O)(=O)c1ccc(Br)cc1)c1ccccc1)C(=O)O (centres undefined)
  A: -7; B: 1.2; C: -5; D: 5.1; E: -16; F: 1.4; G: -0.018; H: 0; I: 2

CCC1CCCCN1C(=S)NC(=O)c1cccs1 (centres undefined)
  A: -10; B: -0.4; C: 4; D: -0.3; E: -3; F: 0.9; G: 63*; H: -5; I: -2

CC(C)OCCCNC(=O)c1c(N)n(/N=C/c2ccccn2)c2nc3ccccc3nc12
  A: -22; B: -9.8; C: -104; D: 2.5; E: -23; F: -1.3; G: -0.16; H: 6; I: 7[fluorescence artefact?]

Cc1ccc(NC(=O)Nc2ccc(F)c(Cl)c2)cc1
  A: 6; B: 4.4; C: 16; D: 72; E: -12; F: -0.3; G: 0.035; H: -5; I: 1

CC1Cc2nc(SCC(=O)Nc3ccc4c(c3)OCCO4)n(C)c(=O)c2S1 (centres undefined)
  A: -5; B: -3.9; C: -104; D: 0.7; E: 4; F: -1.4; G: 0.92; H: -12; I: -14

COc1cccc(CC2(CO)CCCN(Cc3sc(N4CCCC4)nc3Cl)C2)c1 (centres undefined)
  A: 11; B: 1.7; C: 12; D: 0.2; E: -11; F: 1.7; G: ·; H: -12; I: -5

O=c1c([N+](=O)[O-])c(NC2CCCCC2)c2ccccc2n1-c1ccccc1
  A: -12; B: 0.1; C: -3; D: -0.2; E: ·; F: 1.1; G: -0.59; H: 0; I: 7

CNS(=O)(=O)c1ccc(Cl)nc1
  A: 1; B: 2.4; C: -12; D: -0.3; E: -2; F: 0.7; G: ·; H: -4; I: 4[fluorescence artefact?]

CCC(C)(C)n1nnnc1C(c1cccc(C#N)c1)N1CCN(c2cccc(C)c2C)CC1 (centres undefined)
  A: -8; B: 2.9; C: 13; D: -0.6; E: -5; F: 0.7; G: ·; H: 7; I: 9

CC(C)=CCC/C(C)=C/C=N/NC(=O)c1ccccc1[N+](=O)[O-]
  A: 11; B: -2.9; C: 4; D: 0.0; E: -12; F: 0.8; G: -0.12; H: 1; I: 2

CC(=O)Nc1ccc(S(=O)(=O)Nc2ccc(S(=O)(=O)N3CCCCCC3)cc2)cc1
  A: -11; B: -1.3; C: -15; D: -0.2; E: -20; F: 0.5; G: 1.6; H: -12; I: -1

NC(=S)NNC(=O)[C@@H]1CCCC[C@@H]1C(=O)O
  A: -2; B: -0.1; C: -1; D: -0.1; E: 0; F: 0.5; G: 0.8; H: ·; I: 3

O=C(C1CCN(S(=O)(=O)c2cccc([N+](=O)[O-])c2)CC1)N1CCOCC1
  A: -7; B: -0.4; C: -18; D: 24; E: 2; F: 0.0; G: 0.00041; H: -18; I: 2

O=C(C(Cc1ccccc1)N1C(=O)c2ccccc2C1=O)N1c2ccccc2CCc2ccccc21 (centres undefined)
  A: -10; B: 0.8; C: -11; D: -0.2; E: ·; F: -0.3; G: -0.083; H: ·; I: -1[fluorescence artefact?]

O=C(CCC(=O)OCC(=O)c1cccc([N+](=O)[O-])c1)Nc1ccccc1Cl
  A: -1; B: -1.4; C: 0; D: 0.0; E: -14; F: -0.5; G: 1.1; H: -6; I: -12[fluorescence artefact?]

Cc1ccnn1CC(=O)N/N=C/c1ccc([N+](=O)[O-])s1
  A: -11; B: -16; C: -2; D: 0.7; E: -25; F: -0.1; G: ·; H: 20; I: 3

Cc1ccc(NC(=O)c2cccs2)cc1[N+](=O)[O-]
  A: -13; B: 0.1; C: -20; D: 40; E: 8; F: 0.8; G: -1.2; H: 4; I: 1

Cc1cc(C(=O)CSc2nc3ccccc3c(=O)[nH]2)c(C)n1C
  A: -2; B: -1.0; C: 15; D: -0.6; E: 0; F: 1.1; G: ·; H: 5; I: 2

4 compounds picked at random from the list so far:
Abbreviations: A = EBV gp42 inh; B = TNF death inh; C = m-calpain inh; D = L929 necroptosis; E = MDM2 E3 inh; F = PERK inhibitor; G = Cl transport mod; H = Rad51 HR inh; I = eIF4E-4G inh
Cc1ccc(NC(=O)Nc2ccc(F)c(Cl)c2)cc1
  A: 6; B: 4.4; C: 16; D: 72; E: -12; F: -0.3; G: 0.035; H: -5; I: 1

Cc1ccnn1CC(=O)N/N=C/c1ccc([N+](=O)[O-])s1
  A: -11; B: -16; C: -2; D: 0.7; E: -25; F: -0.1; G: ·; H: 20; I: 3

CC1Cc2nc(SCC(=O)Nc3ccc4c(c3)OCCO4)n(C)c(=O)c2S1 (centres undefined)
  A: -5; B: -3.9; C: -104; D: 0.7; E: 4; F: -1.4; G: 0.92; H: -12; I: -14

O=C(c1c[nH]c(C(=O)C(Cl)(Cl)Cl)c1)c1ccccc1Br
  A: -2; B: -5.6; C: -13; D: -1.1; E: 0; F: 0.4; G: -0.25; H: 3; I: 9

(continued)
Abbreviations: A = EBV gp42 inh; B = TNF death inh; C = m-calpain inh; D = L929 necroptosis; E = MDM2 E3 inh; F = PERK inhibitor; G = Cl transport mod; H = Rad51 HR inh; I = eIF4E-4G inh
COc1ccc(CCc2nnc(CCC(=O)NCc3cnc4ccccn34)o2)cc1
  A: -13; B: -0.7; C: -19; D: 0.4; E: -15; F: -0.1; G: -0.57; H: -36; I: 1

Cc1cccc(C)c1NC(=O)COC(=O)c1cccnc1
  A: 12; B: -0.1; C: -28; D: 11; E: 7; F: 1.9; G: 0.34; H: -7; I: -1

O=C(O)c1ccc(N2C(=O)c3cccc4c(C(=O)O)ccc(c34)C2=O)cc1
  A: 13; B: 0.1; C: -49; D: -0.1; E: -15; F: 0.0; G: 0.27; H: 6; I: 9

COc1ccc(N(CC(=O)NCc2ccc3c(c2)OCO3)S(C)(=O)=O)cc1OC
  A: -3; B: -0.3; C: -46; D: 0.3; E: -12; F: 0.1; G: -0.05; H: ·; I: 4

O=C(CN1CCOCC1)N/N=C/c1ccc(-c2ccc(Br)cc2)o1
  A: -38; B: -2.3; C: -7; D: 0.6; E: -7; F: 1.5; G: -0.55; H: 5; I: 5

CCCSc1nnc(N)s1
  A: -10; B: -0.4; C: 21; D: ·; E: 0; F: -0.2; G: 0.48; H: ·; I: 5

COc1ccc(C(=O)c2sc3nc(C)cc(-c4cccs4)c3c2N)cc1
  A: 102*; B: 2.6; C: 15; D: 1.8; E: 7; F: -0.1; G: -1.4; H: -108; I: 2

COc1cc(/C=N/n2cnnc2)ccc1OCC(=O)N1CCOCC1
  A: 5; B: 0.7; C: -23; D: ·; E: -5; F: 0.4; G: 0.87; H: ·; I: -1

CCCc1noc2c1C(c1cc(Br)ccc1F)C(C#N)=C(N)N2 (centres undefined)
  A: -5; B: -1.4; C: 28; D: 1.2; E: -8; F: 1.2; G: 0.042; H: -8; I: 2

Cc1cccc(N2C(=O)C(CC(=O)Nc3cccc(F)c3)N(CCc3ccncc3)C2=O)c1 (centres undefined)
  A: 6; B: 0.7; C: -36; D: 3.2; E: -11; F: 0.3; G: 1.7; H: -10; I: 0

CCOC(=O)c1c(C)nc2sccn12
  A: -18; B: 0.2; C: -33; D: 24; E: -2; F: 0.5; G: -0.028; H: 1; I: -7[fluorescence artefact?]

O=C(COC(=O)c1cc(S(=O)(=O)N2CCc3ccccc3C2)ccc1Cl)NCc1ccco1
  A: -12; B: -0.9; C: -85; D: -0.2; E: -6; F: -0.5; G: ·; H: -19; I: -3

CCN(CC)S(=O)(=O)c1cc(NC(=O)CSc2nnc(-c3cccs3)o2)ccc1C
  A: -24; B: 2.2; C: -9; D: 1.0; E: -3; F: 0.0; G: 0.42; H: 4; I: 0

O=c1oc2ccccc2c(Nc2cccc3ccccc23)c1[N+](=O)[O-]
  A: -6; B: -7.5; C: 16; D: 0.2; E: -6; F: -0.1; G: -2.6*; H: 4; I: 0

CC1CCCC(C)N1C(=O)CSc1nc2ccccc2s1 (centres undefined)
  A: -3; B: 0.3; C: 3; D: -0.8; E: -6; F: -0.2; G: 1.2; H: 5; I: -2

Cn1c(=O)c2c(nc(SCc3cccnc3)n2Cc2ccc(F)cc2)n(C)c1=O
  A: 4; B: -0.9; C: -7; D: -0.3; E: -24; F: -1.9; G: ·; H: -2; I: -9[fluorescence artefact?]

CN1CCN(NC(=O)C23CC4CC(CC(C4)C2)C3)CC1
  A: -12; B: 1.4; C: 8; D: 0.2; E: -4; F: 0.3; G: 0.11; H: -5; I: 5

Cc1cc(C(F)(F)F)nn1CC(=O)NCC1CCCO1 (centres undefined)
  A: -20; B: 1.9; C: -4; D: 1.5; E: 0; F: 0.5; G: 2.1; H: 1; I: 1[fluorescence artefact?]

Compounds were not picked by outcome; overall some 3.6% were active at least once.
